Screening results deposited in PubChem by several laboratories.
M. tuberculosis GlmU: inhibition of mycobacterial GlmU enzyme – biochemical, glucosamine-1-phosphate acetyltransferase (AID 1376). M. tuberculosis GlmU acetyltransferase enzyme assay; higher % means a stronger effect. inhibition, %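 (tested at 30 µM in the primary screen)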; hits with a dose series show IC50 in µM. actives 0.25% (n = 220,000); in the data active = inhibition above about 13%;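 note: 0% = complete reaction with vehicle and 100% = reaction without substrate; strong numbers were not always called active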
Mtb RmlCD inh: blocks M. tuberculosis RmlC and RmlD coupled enzymes | RmlC+RmlD coupled enzyme assay, percent inhibition; primary screen in compound mixtures | inhibition, % at 3.6 µM | actives 0.03% (n = 160,000); in the data active = inhibition mostly above about 34%, no sharp cut-off; note: some results filed as inactive read as strong as hits
Target sequence (P9WH09 whole entry, looked up): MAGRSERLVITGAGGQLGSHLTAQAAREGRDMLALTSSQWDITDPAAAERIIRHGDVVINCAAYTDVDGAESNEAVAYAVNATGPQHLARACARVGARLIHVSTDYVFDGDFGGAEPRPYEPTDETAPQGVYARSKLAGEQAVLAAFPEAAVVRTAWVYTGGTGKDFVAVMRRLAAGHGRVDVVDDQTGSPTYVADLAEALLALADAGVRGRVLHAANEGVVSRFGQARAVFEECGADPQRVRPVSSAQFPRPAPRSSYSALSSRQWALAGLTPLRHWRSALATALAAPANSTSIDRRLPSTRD
Target sequence (P9WH11 whole entry, looked up): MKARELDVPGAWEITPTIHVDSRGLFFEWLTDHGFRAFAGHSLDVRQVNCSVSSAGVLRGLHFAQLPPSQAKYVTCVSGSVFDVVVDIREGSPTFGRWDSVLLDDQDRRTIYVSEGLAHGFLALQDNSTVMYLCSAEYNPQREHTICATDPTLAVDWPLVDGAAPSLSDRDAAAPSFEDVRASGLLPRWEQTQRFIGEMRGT
Active calls of the source: *; x = not tested or not shown. An excerpt (hit frequency here may not be typical).

Values run as follows: M. tuberculosis GlmU, Mtb RmlCD inh
> CC(NC(=O)CN(c1cccc(C(F)(F)F)c1)S(=O)(=O)c1ccc(Cl)c([N+](=O)[O-])c1)c1ccccc1 (stereo unspecified)
 : -3.4%, -1
> Cc1ccccc1C(=O)NNC(=S)NC(=O)c1ccc(Cl)cc1Cl
 : 6.3%, x
> CCCCC1=CC2=C(c3ccco3)C(=O)C(C)(OC(=O)c3ccc(OC)cc3)C(=O)C2=CN1C1CC1 (stereo unspecified)
 : -0.7%, x
> O=C(c1ccc(N2CCOCC2)cc1)c1cccs1
 : 6.9%, -4
> CCOC(=O)c1c(-c2ccccc2)oc2ccc(O)c(CN3CCCC3)c12
 : 7.9%, -195
> CC(C)(Cc1ccc(O)cc1)NC(=O)CC(=O)N=Nc1c(O)[nH]c2ccc(Br)cc12
 : -1.6%, -6
> O=C(c1ccccc1)N1CCCc2ccccc21
 : x, 6
> NC(=O)CC(NC(=O)Cc1ccc(Br)cc1)c1ccc(NCc2ccc(F)cc2)c([N+](=O)[O-])c1 (stereo unspecified)
 : 2.5%, -11
> Cc1ccc(C(=O)CSC2=C(C#N)C(c3ccco3)CC(=O)N2)c(C)c1 (stereo unspecified)
 : 4.8%, -12
> CCCCC1=CC2=C(c3ccco3)C(=O)C(C)(OC(=O)c3ccc(OC)cc3)C(=O)C2=CN1CCCCO (stereo unspecified)
 : 1.4%, -10
> COC(=O)[C@@H](NC(=O)Nc1cc(Cl)ccc1C)C(C)C
 : 2.5%, x
> CC(C)(C)n1nc2c(c1NC(=O)c1cccc(C(F)(F)F)c1)CS(=O)C2 (stereo unspecified)
 : -0.7%, 4
> Cc1cc(C)cc(OCC(=O)Nc2nc3ccc([N+](=O)[O-])cc3s2)c1
 : -2.9%, -14
> CN1CCCC(OC(=O)/C(C#N)=C/c2ccccc2)C1 (stereo unspecified)
 : -7.0%, 7
> Cc1cc(-c2ccc(Cl)cc2)oc(=O)c1NC(=O)c1ccccc1
 : -1.3%, -3
> Cc1ccc(CSc2ccc(-c3cccs3)nn2)cc1
 : -0.4%, 16
> COC(=O)C1=C(C)N=C2SC(C)C(=O)N2C1c1ccc(C(=O)OC)cc1 (stereo unspecified)
 : 0.5%, x
> CCOc1ccc(C2Nc3ccccc3C(CC)(CC)O2)cc1 (stereo unspecified)
 : -5.2%, x
> Cc1cccc(-n2c(N)c(-c3nc4ccccc4n3C)c3nc4ccccc4nc32)c1
 : -4.8%, -49
> Cc1ccc2c(c1)c1c3n2CCN(C(=O)CN2CCN(C)CC2)C3CCC1 (stereo unspecified)
 : -4.3%, 12

(cont.)
Values run as follows: M. tuberculosis GlmU, Mtb RmlCD inh
> CC(=O)N(CCN1CCOCC1)Cc1cc2cc3c(cc2nc1Cl)OCO3
 : 1.7%, -4
> Cc1cc(C(=O)CN2C(=O)NC3(CCCC3)C2=O)c(C)n1-c1ccc2c(c1)OCO2
 : 2.1%, -9
> COC(=O)CN(C#N)c1nc(C)cc(C)n1
 : 0.8%, 4
> O=C(CC(=O)NC1CCCCC1)N/N=C/c1cccc2ccccc12
 : -0.1%, 0
> O=C(CCN1C(=O)c2ccccc2C1=O)NCCN1CCOCC1
 : 0.9%, 10
> COc1ccc(C2(CNC(=O)/C=C/c3ccco3)CCCC2)cc1OC
 : -2.6%, -7
> COc1cc2c(cc1OC)CN(C(=O)CSc1nc(C)cc(C)c1C#N)CC2
 : 1.2%, -10
> Cc1sc2nc(CSCC(=O)Nc3ccc(N4CCOCC4)cc3)[nH]c(=O)c2c1C
 : x, 7
> O=C(CNC(=O)C1CCCCC1)NCCCO
 : 7.7%, x
> O=C(NN=C1CCCCCCC1)c1ccc2ccccc2n1
 : 7.8%, 8
> NNc1nc(Nc2ccccc2)nc(Nc2ccccc2)n1
 : 0.6%, -7
> CC(C)(C)C1CCc2onc(C(=O)NC3CCCC3)c2C1 (stereo unspecified)
 : 3.1%, 22
> CCCOc1ccc(C2C(=O)N(C3CCCCC3)CC(=O)N2CCC)cc1OC (stereo unspecified)
 : 4.5%, x
> CCCCS(=O)CC(CS(=O)CCCC)OC(=O)c1ccc(C)cc1 (stereo unspecified)
 : -0.1%, -8
> CCc1ccc(OCC(=O)NC(=S)Nc2ccc(C(=O)O)cc2)cc1
 : -0.6%, 6
> CC1=Nc2cccc3cccc(c23)N1C
 : -0.2%, 6
> Clc1ccc(SCc2cc(-c3ccc(Cl)cc3)on2)cc1
 : -2.3%, 4
> c1ccc(CSc2ncn(-c3ccccc3)n2)cc1
 : -3.6%, 37
> COc1cc(C(=O)Nc2ccc(S(=O)(=O)NC(C)(C)C)cc2)cc(OC)c1OC
 : -5.8%, x
> CC1CCN(C(=O)CSc2nnc(-c3ccc(S(=O)(=O)N4CCOCC4)cc3)n2C)CC1
 : -3.8%, -5

Additional structures
Values run as follows: M. tuberculosis GlmU, Mtb RmlCD inh
> Cc1cccc(CCNC(=O)CCc2c(C)nc3ncnn3c2C)c1
 : -5.1%, -7
> CCOC(=O)N1CCC(NC(=O)C2CCN(S(=O)(=O)c3cccc4cccnc34)CC2)CC1
 : 1.1%, 4
> O=S(=O)(NCC1CCCO1)c1ccc2oc3ccc(S(=O)(=O)NCC4CCCO4)cc3c2c1 (stereo unspecified)
 : -5.3%, -6
> CN(C(=O)Nc1ccc(Cl)cc1)c1c2c(nn1C)CCCC2
 : -0.1%, -11
> CCOc1cc(N2CCOCC2)c(OCC)cc1NC(=O)Cn1[nH]c(=O)c2ccccc2c1=O
 : 1.5%, 8
> O=C1NC(=O)C(=CN2CCc3ccccc32)C(=O)N1
 : -2.5%, 5
> CN(C)S(=O)(=O)Nc1ccc(Oc2ccccc2)cc1
 : -1.5%, -45
> Cc1cc(C)n(/N=C/c2ccc(C(C)C)cc2)c(=O)c1C#N
 : -0.4%, 16
> Cc1ccc(NC(=O)CNCC2CCCCC2)cc1S(=O)(=O)N(C)C
 : -1.8%, 10
> COc1ccc(Cl)cc1NC(=O)CN(C)CC(=O)NC(C)c1ccccc1 (stereo unspecified)
 : 2.0%, -4
> COCCCn1c(=O)cc(C)[nH]c1=S
 : 2.5%, 5
> O=C(NCc1ccncc1)c1ccc(Br)o1
 : -3.0%, x
> COc1cc2c(cc1NC(=O)c1ccc(C)c([N+](=O)[O-])c1)oc1ccccc12
 : -4.2%, 12
> NC(=O)c1cc2ccccc2o/c1=N\NC(=O)c1ccncc1
 : 2.6%, -7
> Cc1occc1-c1nnc(SCC(=O)Nc2nccs2)n1Cc1ccco1
 : 2.7%, -11
> COC(=O)CSc1cc(SCC(=O)OC)c(C#N)c(SCC(=O)OC)c1
 : -2.2%, -8
> CC1=C(/C=N/Nc2ccc([N+](=O)[O-])cc2[N+](=O)[O-])C(C)(C)CCC1
 : 5.1%, 9
> Oc1ccc(Nc2nc(-c3ccc(O)cc3)cs2)cc1
 : 2.0%, -4
> C=CCn1c(SCc2c(F)cccc2Cl)nnc1-c1ccco1
 : 4.2%, -3
> CC1(C)CC(=O)C2=C(C1)N(c1ccc(Cl)cc1)C(=O)C2(O)C(F)(F)F (stereo unspecified)
 : 6.9%, -3

Six compounds drawn at random from those above:
Values run as follows: M. tuberculosis GlmU, Mtb RmlCD inh
> Cc1cccc(CCNC(=O)CCc2c(C)nc3ncnn3c2C)c1
 : -5.1%, -7
> CN(C(=O)Nc1ccc(Cl)cc1)c1c2c(nn1C)CCCC2
 : -0.1%, -11
> Oc1ccc(Nc2nc(-c3ccc(O)cc3)cs2)cc1
 : 2.0%, -4
> CC1(C)CC(=O)C2=C(C1)N(c1ccc(Cl)cc1)C(=O)C2(O)C(F)(F)F (stereo unspecified)
 : 6.9%, -3
> COCCCn1c(=O)cc(C)[nH]c1=S
 : 2.5%, 5
> O=S(=O)(NCC1CCCO1)c1ccc2oc3ccc(S(=O)(=O)NCC4CCCO4)cc3c2c1 (stereo unspecified)
 : -5.3%, -6

Other compounds:
Values run as follows: M. tuberculosis GlmU, Mtb RmlCD inh
> CCOc1cc(/C=C2/C(=O)NC(=O)N(c3ccc(CC)cc3)C2=O)ccc1OC(=O)c1cccs1
 : -1.1%, x
> Cc1noc(C)c1COc1ccc(C(=O)OCC(=O)NC2CCCCC2C)cc1 (stereo unspecified)
 : -2.0%, 1
> CN(CCC#N)C(=S)Nc1ccc(F)cc1
 : 2.0%, 0
> C=CCn1c(=S)[nH]c2sc3c(c2c1=O)CCC3
 : 7.8%, x
> O=C(Nc1ccc(Cl)cc1)OCCn1nnnc1C(c1ccccc1Cl)N1CCOCC1 (stereo unspecified)
 : -0.9%, 14
> CSc1ccc(/C=N/n2nnnc2N)cc1
 : -1.5%, 11
> CCCCCCN1CCN(c2ccccc2Cl)CC1
 : -7.2%, 3
> COc1ccc(C(=O)N/N=C(\CCC(=O)O)c2ccc(C(C)(C)C)cc2)cc1OC
 : 1.6%, 1
> O=C(c1ccccc1)n1ccn(-c2ccccc2)c1=S
 : -9.0%, x
> CCc1noc(C)c1C(=O)N1CCCC(C(=O)c2cc(F)ccc2F)C1 (stereo unspecified)
 : -4.0%, 5
> Cn1c(O)c(C=NCCOc2ccc(Cl)cc2)c(=O)n(C)c1=O
 : -1.8%, 3
> Brc1ccc(CSc2nnc(-c3cccnc3)o2)cc1
 : -5.7%, x
> CC(=O)N1N=C(c2ccc(C(C)(C)C)cc2)OC1(C)C
 : -7.1%, 10
> O=C(CSc1ccc2nnc(-c3cccnc3)n2n1)NCc1ccco1
 : 3.9%, x
> Fc1ccc(C(c2nnnn2Cc2ccccc2)N2CCSCC2)cc1 (stereo unspecified)
 : -2.2%, 3
> O=C(Nc1ccccc1O)c1csc2c1CCCC2
 : 4.2%, -3
> O=C(NCc1ccc2c(c1)OCO2)c1ccc(-c2ccc(Cl)cc2)o1
 : 3.7%, x
> Cc1cc(C)cc(OCc2nnc(SCC(=O)OC3CCCCC3)o2)c1
 : -0.7%, 12
> Cc1ccc(S(=O)(=O)NCCCn2ccnc2)cc1
 : 2.8%, -1
> COc1ccc(N(CC(=O)N2CCN(c3ccccc3F)CC2)S(=O)(=O)c2c(C)n[nH]c2C)cc1
 : -1.1%, 2

Continued:
Values run as follows: M. tuberculosis GlmU, Mtb RmlCD inh
> CCn1c(COc2ccccc2)nnc1SCc1ccc(C#N)cc1
 : 4.5%, x
> Cc1nc2c(c(C)nn2-c2ccccc2)c(C)c1CCC(=O)Nc1ccc(CN2CCCC2)cc1
 : -12%, 8
> NC(=O)N1CC(O)CC1C(=O)Nc1ccc(Cl)c(Cl)c1 (stereo unspecified)
 : -0.2%, 101
> CC(C)C(c1nnnn1CC1CCCO1)N1CCN(C2CCCC2)CC1 (stereo unspecified)
 : 0.4%, 9
> c1ccc(CCc2nc(-c3ccccc3)no2)cc1
 : 1.8%, -4
> CCSc1nncn1/N=C/c1ccc(OC)c(OC)c1
 : 8.8%, x
> O=C(C1CC1)N1CCN(c2ccc([N+](=O)[O-])cc2-n2cccc2)CC1
 : -5.3%, 14
> Cc1cc(C)c2c(CCl)cc(=O)oc2c1
 : 5.0%, x
> CCCc1cc(=O)[nH]c(SCc2ccc(Cl)cc2)n1
 : -1.1%, -7
> O=C(CCN1C(=O)c2ccccc2S1(=O)=O)Nc1ccc2c(c1)OCCO2
 : 3.1%, 1
> COc1ccccc1C1CCCN1Cc1nc(-c2cc3c(cc2Cl)OCO3)oc1C (stereo unspecified)
 : -2.9%, x
> COc1ccc(OC)c(Nc2nc(N)nc(CSc3nnc(N)s3)n2)c1
 : -5.9%, 10
> COC(=O)N/N=C/c1cc(N=Nc2ccccc2)ccc1O
 : 2.8%, -4
> COc1ccc(-c2ccnc(SCC(=O)Nc3ccccn3)n2)cc1
 : -0.7%, x
> CC1(C)C(=O)Nc2ccccc2N1C(=O)COC(=O)C1CCCCC1
 : 1.7%, -8
> Fc1ccc(C2=NOC(c3nnc(-c4ccccc4)o3)C2)cc1 (stereo unspecified)
 : -4.2%, x
> CNC(=S)N/N=C/c1c(Cl)cccc1Cl
 : -3.6%, x
> CCc1cccc(CC)c1NC(=S)N(CCN(C)C)C(C)c1cccnc1 (stereo unspecified)
 : -0.4%, 11
> COc1ccccc1-n1cnc2cc(NC(=O)c3ccco3)ccc21
 : -1.7%, 15
> COc1cc(C2Nc3ccc4ncccc4c3C3=C2C(=O)CCC3)cc(OC)c1O (stereo unspecified)
 : 3.3%, x

(next part)
Values run as follows: M. tuberculosis GlmU, Mtb RmlCD inh
> O=C(O)c1cc(Cl)ccc1NC(=O)C1CCCO1 (stereo unspecified)
 : 3.1%, -2
> CCN(C(=S)Nc1ccc(OC(F)F)cc1)C1CCCCC1
 : 1.8%, -8
> O=C(Nc1ccc(N2CCOCC2)cc1N1CCOCC1)c1ccco1
 : -0.1%, x
> CC[C@@H](C)[C@@H](C(=O)N1CCN(C(=O)OC(C)(C)C)CC1)n1cc(CCCN=C(NC(=O)OC(C)(C)C)NC(=O)OC(C)(C)C)nn1
 : 0.7%, x
> NNC(=O)c1ccc(COc2ccc3ccccc3c2)o1
 : 2.6%, 5
> CC(C#N)Sc1nc2ccccc2c(=O)n1-c1ccccc1 (stereo unspecified)
 : 0.7%, -4
> CC1CCCc2sc3nc(N4CCN(CCO)CC4)n4ncnc4c3c21 (stereo unspecified)
 : 6.4%, 7
> CC(C)=C(NC(=O)c1ccccc1)C(=O)N1CCOCC1
 : -0.6%, x
> CS(=O)(=O)N1CCC(C(=O)N2CCN(C(c3ccccc3)c3ccccc3)CC2)CC1
 : 1.5%, 8
> COc1ccc(-n2ccc(-c3nn(-c4cccc(C(F)(F)F)c4)ccc3=O)n2)cc1
 : -3.4%, -10
> CCOC(=O)N(c1ccccc1)P1(=S)OCC(C)O1 (stereo unspecified)
 : -6.4%, x

A different layout for part of the listing above:
mol	M. tuberculosis GlmU	Mtb RmlCD inh
CS(=O)(=O)N1CCC(C(=O)N2CCN(C(c3ccccc3)c3ccccc3)CC2)CC1	1.5%	8
CC1CCCc2sc3nc(N4CCN(CCO)CC4)n4ncnc4c3c21 (stereo unspecified)	6.4%	7
CC(C)=C(NC(=O)c1ccccc1)C(=O)N1CCOCC1	-0.6%	x
